Screening data: PubChem, Sanford-Burnham Center for Chemical Genomics
H9c2 TAG inh = inhibitors of triacylglycerol accumulation. AID 651582. hit rate 0.66% among 230,000. H9c2 cells, Nile Red lipid (TAG) fluorescence; cells loaded with 200 µM oleic acid. inhibition, % at 12.5 µM;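 active means pattern-corrected inhibition of lipid staining of at least 50% with the nuclear-stain viability signal not falling by more than 50%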;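 further: 0% = DMSO wells and 100% = triacsin C control wells; some results filed as inactive read as strong as hits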
H9c2 TAG inh DAPI viability = also measured in H9c2 TAG inh; calls as there; DAPI nuclei signal change (viability), lower = more cytotoxic, %;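 whole-well DAPI fluorescence read on a plate reader as a viability signal; minus 50 percent equals half of cells still viable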
Starred values were filed as active, the others as inactive. Not all compounds are listed (hit frequency here may not be typical).

The first five compounds, ahead of the listing:
SMILES	H9c2 TAG inh	H9c2 TAG inh DAPI viability
CCN(CC)S(=O)(=O)c1ccc(N2CCCC2)c(NC(=O)C2=COCCO2)c1	-13	2
CC(OC(=O)c1cc[n+]([O-])cc1)C(=O)Nc1ccc(C(N)=O)cc1 (centres undefined)	7	-6
CC(C)N(C(=O)C(F)(F)F)C(C(=O)NC1CCCCC1)c1ccncc1 (centres undefined)	-6	3
CCNC(=O)C1CCCN(C(=O)c2ccco2)CC1 (centres undefined)	3	4
CCCCN(C(=O)c1ccc(S(=O)(=O)N2CCCC2)cc1)C1CCS(=O)(=O)C1 (centres undefined)	21	4

The whole of this part (from the top)
SMILES	H9c2 TAG inh	H9c2 TAG inh DAPI viability
CCN(CC)S(=O)(=O)c1ccc(N2CCCC2)c(NC(=O)C2=COCCO2)c1	-13	2
CC(OC(=O)c1cc[n+]([O-])cc1)C(=O)Nc1ccc(C(N)=O)cc1 (centres undefined)	7	-6
CC(C)N(C(=O)C(F)(F)F)C(C(=O)NC1CCCCC1)c1ccncc1 (centres undefined)	-6	3
CCNC(=O)C1CCCN(C(=O)c2ccco2)CC1 (centres undefined)	3	4
CCCCN(C(=O)c1ccc(S(=O)(=O)N2CCCC2)cc1)C1CCS(=O)(=O)C1 (centres undefined)	21	4
O=C(CN1C(=O)c2ccccc2C1=O)Nc1ccc(N2CCOCC2)cc1	8	-2
COc1cc(OC)cc(C(=O)NCC(=O)N2CCN(Cc3ccccc3)CC2)c1	-12	-7
Cc1cc(Cl)ccc1OCc1nnc2n1CCCCC2	4	11
COc1ccc(Cl)cc1NC(=O)COC(=O)CNC(=O)c1ccc([N+](=O)[O-])c(C)c1	-2	9
Cc1ccccc1NC(=O)Nc1ccc2c(c1)OCO2	5	0
O=C(Nc1ccc(-c2csc(Nc3cccc(C(F)(F)F)c3)n2)cc1)c1cc([N+](=O)[O-])cc(C(F)(F)F)c1	71*	-31*
COc1ccc2c(c1)c(=O)c(C(=O)c1ccccc1)cn2Cc1ccc(C)cc1	10	-6
COc1ccccc1N1CCN(C(=O)C(C)N(c2ccc(C)c(C)c2)S(C)(=O)=O)CC1 (centres undefined)	4	-6
C[C@H]1CN([C@@H](C)CO)C(=O)CCCn2nncc2CO[C@@H]1CN(C)S(=O)(=O)c1ccc(-n2cccn2)cc1	1	7
NC(=O)NC(Cc1ccccc1)C(=O)NNC(=O)COc1ccccc1Cl (centres undefined)	-4	-1
Cc1ccc(S(=O)(=O)NNC(=O)c2ccc(NC(=O)C3CC3)cc2)cc1	-8	4
CCOC(=O)N(C)c1c(CC)nc2c(OCc3ccc(C(F)(F)F)cc3)cccn12	0	-13
O=C(NCc1cccnc1)C1CC(c2ccccc2O)=NO1 (centres undefined)	18	-12
CC1CCc2nn(CC(=O)NCCCN3CCOCC3)cc2C1 (centres undefined)	-2	-3
COc1ccccc1C(CNC(=O)c1cccc(S(=O)(=O)NCc2ccccc2)c1)N(C)C (centres undefined)	-7	14
CCCCCCOc1ccc(N2C(=O)CC(N(CCc3ccc(S(N)(=O)=O)cc3)C(C)=O)C2=O)cc1 (centres undefined)	21	-5
CC(NC(=O)C1CCC(CNS(=O)(=O)c2ccc3c(c2)C(C)(C)C(=O)N3C)CC1)c1ccccc1 (centres undefined)	23	-10
CC1(C)CC(=O)c2c(n(-c3cccc4ccccc34)ccc2=O)C1	-1	-2
O=S(=O)(c1ccc(NC(=S)NN=C(C2CC2)C2CC2)cc1)N1CCOCC1	-6	6
CCN(C(=O)COC(=O)c1cc([N+](=O)[O-])ccc1N1CCOCC1)C1CCCCC1	-19	6
CCOC(=O)CC1C(=O)NC2CCCCC2N1C(=O)Nc1ccc(Cl)cc1 (centres undefined)	0	8
CN(C)c1ccc(C=C2SC(=S)NC2=O)cc1	-18	8
Cc1cccc(CCNC(=O)C2CCN(S(=O)(=O)c3c(C)nn(C)c3C)CC2)c1	-10	1
O=C(O)c1cnc(-c2ccccc2)nc1Sc1ccccc1	21	-11
Cc1cc(-c2ccccc2)nc(N2CCC(C(=O)NC34CC5CC(CC(C5)C3)C4)CC2)n1	39	-9
Fc1ccc2[nH]c3c(Cl)ncnc3c2c1	8	-2
COC(=O)c1c(C)oc(C)c1S(=O)(=O)NCc1ccc(OC)cc1	-2	4
COCCSc1nnc(NC(=O)c2cc(OC)c(OC)cc2[N+](=O)[O-])s1	1	0
O=C(COC(=O)CCc1nc2ccccc2s1)Nc1nc(-c2ccccc2)cs1	9	-8
Cc1cccc(N(C(=O)CCC(=O)Nc2cccnc2)C(C(=O)NC2CCCC2)c2ccncc2)c1 (centres undefined)	3	-4
CN(C)S(=O)(=O)N(CC(=O)N1CCN(Cc2ccccc2)CC1)c1ccccc1	-3	-1
Cc1nc2c3ccccc3n(CC(=O)c3ccc(F)cc3)c(=O)n2n1	-62	-2
CCN(CCn1cccn1)C(=O)CCc1nnc(C2CCCCC2)o1	9	-6
CCOc1ccc(NC(=O)CN2C(=O)CSC(C)C2=O)cc1 (centres undefined)	3	1
COc1cccc(CNC[C@H]2O[C@@H](n3cnc(C(N)=O)n3)[C@H](O)[C@@H]2O)c1OCc1ccc(F)cc1Cl	10	-9
C#CCOCCOCCOCCNc1nc(N2CCOCC2)nc(N2CCN(C(=O)[C@H](CCCCN)n3cc(CCCC)nn3)CC2)n1	2	7
CCOC(=O)C1CCN(c2c(NCc3ccc(N(C)C)cc3)c(=O)c2=O)CC1	7	-7
CCN(C(=O)Cn1cc(C(C)=O)c2ccccc21)c1ccccc1	-8	3
COc1ccccc1CO/N=C/c1cccn1-c1nccc(N(C)C)c1C#N	-7	-7
Cc1ccc(NC(=O)c2[nH]cnc2C(=O)NN)cc1	2	-1
Cc1c(Cl)cccc1Nc1nc(N)nc(CSc2nc3ccccc3s2)n1	-9	7
Cc1cc(=O)c(C(=O)O)nn1-c1ccccc1	4	-5
COc1ccc(C(=O)NNC(=O)Cc2coc3cc(OC)ccc23)cc1	6	-2
O=C1CC2(CCN(S(=O)(=O)c3ccccc3)CC2)Oc2ccccc21	-9	1
COc1ccc(/C=N/N2CCN(C)CC2)c(OC)c1OC	4	13
NCc1ccc2[nH]c(=O)[nH]c2c1	-9	10
CCOC(=O)c1sc2nc(N3CCOCC3)c3c(c2c1N)CCC3	36	112
O=C1CN(C(=O)COC(=O)C2=COCCO2)c2ccccc2N1	-25	8
O=C(CCN1CCC2CCC(C2)C1)c1ccc(F)cc1 (centres undefined)	-5	1
Cc1c(C(=O)NC2CCC(C)CC2)oc2ccccc12 (centres undefined)	-12	-1
CC(c1ccccc1)n1c(-c2cccs2)nc2c(c(=O)c3ccccc3n2C)c1=O (centres undefined)	7	3
CN(c1ccccc1)S(=O)(=O)c1cccc(NC(=O)c2nn(C)c(=O)c3ccccc23)c1	1	4
Cc1ccc(S(=O)(=O)NCC(=O)OCC(=O)N2CCN(C(=O)c3ccco3)CC2)cc1C	11	-5
O=C(Nc1ccc(NC(=O)c2cccc([N+](=O)[O-])c2)cc1)c1cccc([N+](=O)[O-])c1	12	13
CC1(Cc2ccccc2F)C(=O)Nc2c(Cl)ccc(Cl)c21 (centres undefined)	-10	-8
Remaining list, next part.
SMILES	H9c2 TAG inh	H9c2 TAG inh DAPI viability
CC(NC(=S)Nc1ccccc1)C1COc2ccccc2O1 (centres undefined)	-12	9
COc1cccc(CN2CCN(Cc3ccon3)CC2CCO)c1 (centres undefined)	5	9
O=C(C1CN(C(=O)c2cc3cc(Cl)ccc3o2)c2ccccc2O1)N1CCCCC1 (centres undefined)	-55	-10
COc1cc(C(=O)N[C@@H](C)C(=O)NCc2ccco2)cc(OC)c1OC	-1	2
COc1ccc(C(=O)N2CCOCC2)cc1S(=O)(=O)N1CCCc2ccccc21	-2	12
CCn1c(SCC(=O)NCc2ccccc2)nc2c(c1=O)SC(C)C2 (centres undefined)	3	-6
CCN(CC)C(=O)c1sc(NC(=O)c2ccc3c(c2)OCO3)c(C#N)c1C	2	14
CCOc1ccc(NC(=O)COc2ccc(C(=O)NCc3cccc(OC)c3)cc2OC)cc1	6	0
O=C(/C=C/c1ccccc1[N+](=O)[O-])NCc1ccncc1	5	6
CC1CCN(CC(=O)Nc2ccc(S(=O)(=O)NC3CC3)cc2)CC1	7	-1
COc1ccc(NC(=O)Cc2c(SC)c3ccccc3n2Cc2ccccc2)cc1	35	2
S=C(c1ccc(-c2ccc(Br)cc2)o1)N1CCOCC1	4	2
Clc1ccc(CSc2ccc(-c3ccccn3)nn2)cc1	1	-11
CC1=C(C(=O)OCCOc2ccccc2)C(c2ccc(C)o2)C2=C(CC(C)(C)CC2=O)N1 (centres undefined)	8	-4
NC(=O)Cn1nnc(-c2ccc(CN3CCCCC3)cc2)n1	1	-2
O=C(NCCCN1CCCC1=O)c1cccc(S(=O)(=O)NCc2ccccc2)c1	2	1
CCc1cccc(C)c1NC(=O)CSc1nc(C)c(C)o1	-19	2
CC(c1ccccc1)C1CC(=O)N(c2cc(Cl)ccn2)C1=O (centres undefined)	11	-4
N#Cc1ccsc1NC(=O)CSc1nncs1	-21	0
O=C(NCCCN1CCOCC1)c1ccc(CS(=O)(=O)Cc2ccccc2Cl)o1	3	-1
NC(=O)CC(NC(=O)Cc1ccc(Br)cc1)c1ccc(N2CCN(c3ccccn3)CC2)c([N+](=O)[O-])c1 (centres undefined)	-2	-6
COc1ccc(CNC(=O)C(=O)NCc2cccnc2)cc1	10	-15
Cn1c(CCN2CCCCC2)nc2cc(NS(=O)(=O)c3ccccc3)ccc21	24	-10
Cc1cc(C)c(S(=O)(=O)N(CC(=O)O)CC(=O)O)c(C)c1	-6	5
Cc1ccc(NC(=O)CN2CCc3ccccc3C2)cc1S(=O)(=O)N(C)C	-2	11
O=C(CSc1nnc(CNC(=O)c2c(F)cccc2Cl)o1)c1ccccc1	-19	-3
CC(C)(C)c1nnc(NC(=O)C2c3ccccc3Oc3ccccc32)s1	5	0
NC(=O)c1ccsc1NC(=O)c1nc(-c2ccccc2)n(-c2ccccc2)n1	11	0
CN(CC(=O)Nc1ccc2c(c1)CCC2)CC(=O)Nc1ccccc1Br	6	2
CCCn1c(SCC(=O)c2cc(C)n(C3CC3)c2C)n[nH]c1=O	9	-2
CN1CCN(CC(O)COc2ccc(C(=O)O)cc2)CC1 (centres undefined)	2	-3
COc1cc(C2=NOC(C(=O)NCc3cccs3)C2)cc(OC)c1OC (centres undefined)	52*	-23*
O=Cc1ccnc(-c2ccc(OC(=O)c3ccco3)cc2)n1	4	-5
Cc1ccc(NC(=S)NCc2ccc(Cl)cc2)c(OC(F)F)c1	-24	1
Cc1ccc(NC(=O)c2ccco2)nc1	-8	-4

Single records (already shown). Order of screens: H9c2 TAG inh, H9c2 TAG inh DAPI viability
Cn1c(CCN2CCCCC2)nc2cc(NS(=O)(=O)c3ccccc3)ccc21 is listed with 24, -10
COc1ccc(CNC(=O)C(=O)NCc2cccnc2)cc1 is listed with 10, -15

Random excerpt: three compounds from above.
SMILES	H9c2 TAG inh	H9c2 TAG inh DAPI viability
CCCCN(C(=O)c1ccc(S(=O)(=O)N2CCCC2)cc1)C1CCS(=O)(=O)C1 (centres undefined)	21	4
CCOC(=O)C1CCN(c2c(NCc3ccc(N(C)C)cc3)c(=O)c2=O)CC1	7	-7
O=C(NCCCN1CCOCC1)c1ccc(CS(=O)(=O)Cc2ccccc2Cl)o1	3	-1

In a second layout: entries from further up.
NCc1ccc2[nH]c(=O)[nH]c2c1
- H9c2 TAG inh: -9
- H9c2 TAG inh DAPI viability: 10
CCOC(=O)c1sc2nc(N3CCOCC3)c3c(c2c1N)CCC3
- H9c2 TAG inh: 36
- H9c2 TAG inh DAPI viability: 112
O=C1CN(C(=O)COC(=O)C2=COCCO2)c2ccccc2N1
- H9c2 TAG inh: -25
- H9c2 TAG inh DAPI viability: 8
